Screening data (PubChem BioAssay)
PDI inh – PDI (human) enzyme inhibition. AID 588391. P07237. PDI insulin aggregation turbidity, A650, 90 min. inhibition, % at 10 µM. 0.052% of 350,000 active;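 active means mean inhibition across replicates of 30% or more, whatever share of single replicates reach that level; inconclusive means mean inhibition below 30% while every single replicate reaches 30%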;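 further: absorbance from insulin aggregation driven by PDI reduction with DTT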
Target sequence (P07237 whole entry, looked up): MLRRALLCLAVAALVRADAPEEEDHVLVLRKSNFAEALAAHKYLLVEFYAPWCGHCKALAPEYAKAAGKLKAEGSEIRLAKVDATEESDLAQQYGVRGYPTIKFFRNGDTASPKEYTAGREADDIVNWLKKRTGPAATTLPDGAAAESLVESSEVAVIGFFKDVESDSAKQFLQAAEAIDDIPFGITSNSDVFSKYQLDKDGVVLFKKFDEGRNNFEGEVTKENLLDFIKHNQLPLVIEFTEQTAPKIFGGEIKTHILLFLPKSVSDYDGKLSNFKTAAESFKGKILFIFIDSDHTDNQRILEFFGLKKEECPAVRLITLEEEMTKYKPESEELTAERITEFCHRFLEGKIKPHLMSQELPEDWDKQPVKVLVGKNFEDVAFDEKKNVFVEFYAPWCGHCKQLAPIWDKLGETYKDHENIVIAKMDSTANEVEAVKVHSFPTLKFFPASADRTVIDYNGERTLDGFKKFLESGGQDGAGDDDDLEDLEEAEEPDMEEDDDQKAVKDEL
NR2E3 ag-1 – human photoreceptor-specific nuclear receptor agonism; Q9Y5X4; CHO-S Gal4-NCOR/VP16-NR2E3 two-hybrid, luciferase; inhibition of corepressor binding, % at 3.98 µM; 0.35% of 360,000 active; AID 602229;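 active means inhibition above the mean of all tested compounds plus 3 SD, cut at about 70% in these data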;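 further: 0% = DMSO with NR2E3 transfected cells and 100% = cells lacking NR2E3 construct; higher means lower luciferase signal from less NR2E3 corepressor binding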
Target sequence (Q9Y5X4 whole entry, looked up, the tested form may be a part): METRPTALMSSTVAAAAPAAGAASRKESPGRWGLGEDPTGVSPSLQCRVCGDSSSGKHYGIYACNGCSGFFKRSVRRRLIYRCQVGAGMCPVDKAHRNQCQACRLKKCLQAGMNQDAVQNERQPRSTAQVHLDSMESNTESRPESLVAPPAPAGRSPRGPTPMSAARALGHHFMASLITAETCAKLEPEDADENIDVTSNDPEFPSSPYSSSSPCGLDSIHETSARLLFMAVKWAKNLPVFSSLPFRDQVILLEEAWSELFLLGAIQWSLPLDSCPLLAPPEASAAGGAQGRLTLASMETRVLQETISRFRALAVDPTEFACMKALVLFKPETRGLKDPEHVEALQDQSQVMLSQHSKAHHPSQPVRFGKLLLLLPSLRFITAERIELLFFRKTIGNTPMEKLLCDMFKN
iPSC survival up – increases survival of single human iPS cells | survival enhancement, % at 20 µM | hiPSC single-cell survival, ATPlite luminescence; 100% = ROCK inhibitor wells, 0% = DMSO | AID 602274 | 0.044% of 360,000 active; in the data active means survival enhancement above about 18%;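 further: cells exposed to compounds for 16 hours before the ATP read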
HIF-2a block – inhibitors of HIF-2a; 786-0 RCC cells HIF-2a reporter, luciferase luminescence, overnight; inhibition, % at 18.8 µM; 0.72% of 360,000 active; AID 624352;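 active means inhibition of the luminescence signal of 40% or more relative to plate controls, in a single-dose primary screen at 18.75 µM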
CaV13 ICDI inh – Disruptors of the CACNA1D IQ motif to Ca2+-dependent inactivation inhibitor domain association, primary screening, Förster resonance energy transfer in intact living …; inhibition, % at 12.3 µM; HEK cells, CFP/YFP FRET ICDI-IQ, plate reader, 10 min; percent FRET-ratio fall versus neutral wells; 0.098% of 340,000 active;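 active means mean replicate inhibition of at least 30% and at least 1% of replicates passing that level; inconclusive means only one of the two criteria is met; inactive means neither criterion is met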;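 further: 0% = median of the neutral control wells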
Vif inh – blocks HIV Vif function; HEK293T cells, Vif self-association by quenched fluorescence, imaging, 24 h; inhibition, % at 7.49 µM; 0.35% of 340,000 active; in the data active means inhibition above about 50%, passing the limit was not always enough; inconclusive means no clear call, values can overlap the other calls; inactive means below about 31%; further: some results filed as inactive read as strong as hits
NR2E3 ag-2 – NR2E3 (human) agonism; Q9Y5X4; GST-NR2E3/biotin-RetCOR TR-FRET, 1536-well; inhibition of corepressor binding, % at 4.78 µM; 0.12% of 320,000 active; AID 2300;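 active means percent inhibition above the cutoff of mean plus 3 SD of all tested compounds, set per screening campaign, cut at about 20% in these data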;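 further: 0% = DMSO wells and 100% = biotin wells as full block of FRET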
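Material: NR2E3–RetCOR corepressor complex / Amount: 1.35 nM GST-NR2E3 / Medium: Tris pH 7.5 / Compound: single nominal compound dose of 4.8 µM / Incubation: 5 h at 4 °C / Technique: TR-FRET, Eu(K)-anti-GST donor, streptavidin-D2 acceptor, ex 340, em 617/671 nm / Read-out basis: percent loss of FRET ratio relative to control wells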
TRPM1 prom inh – inhibitors of MITF-driven TRPM1 promoter in melanoma cells; AID 488899; inhibition, % at 12.5 µM; SK-MEL-5 TRPM1 promoter luciferase, 24 h; 0.83% of 330,000 active;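 active means mean inhibition across replicates of 60% or more, whatever share of single replicates reaches that level; inconclusive means some that reach 60%, reason not given; inactive means mean inhibition across replicates below 60%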; further: values of inactives mirror those of a sister screen read the other way
Peg3 promoter – inhibitors of Peg3 promoter. HeLa PEG-Prom luciferase reporter, luminescence, overnight. inhibition, % at 20 µM. 1.7% of 360,000 active. AID 588405;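 active means inhibition of at least 50% at 20 µM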
Exocytosis inh – lytic granule exocytosis inhibition. TALL-104 LAMP-1 surface exposure, flow cytometry; cells stimulated with thapsigargin and PMA. inhibition, % at 10 µM. 0.66% of 360,000 active. AID 651702;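 active means inhibition above about 55%, limit read from the data; inconclusive means no clear call, values can overlap the other calls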
aDG glyco up – alpha-DG glycosylation activation; Pro5-aDG cells, alpha-DG glycosylation AlphaScreen (IIH6); 0% Pro5, 100% B10-LARGE cell signal; activation, % at 10 µM; 0.22% of 360,000 active; AID 624168;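 active means activation of at least 8% versus controls, or a plate z-score of at least 8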;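 further: Pro5 are CHO cells carrying HIG-tagged alpha-DG that lacks glycosylation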
* marks the source's active call; other numbers are inactive results; i = inactive; u = inconclusive; x = no result given.

SMILES	PDI inh	NR2E3 ag-1	iPSC survival up	HIF-2a block	CaV13 ICDI inh	Vif inh	NR2E3 ag-2	TRPM1 prom inh	Peg3 promoter	Exocytosis inh	aDG glyco up
O=C(c1cc(COc2ccc(F)cc2Cl)on1)N1CC2C[C@@H]3CC1C[C@H](C2)C3	5	-116	0.5	-251	-7	6	-2	-43	-303	-1	0.3
CC1=CC(C)(C)N(C(=O)C(C)N2C(=O)c3ccccc3C2=O)c2ccc(C)cc21 (configuration not stated)	-5	-12	2.7	13	-5	u	0	12	11	-2	-0.1
CCn1c(SCC(=O)Nc2ccc(F)cc2F)nc2c(c1=O)SCC2	-18	-33	-0.3	5	-7	-3	0	8	-1	-7	0.6
Cc1ccc(C)c(S(=O)(=O)N=Nc2c(O)[nH]c3ccccc23)c1	0	-17	-0.3	22	-2	0	3	8	10	-2	0.7
COc1ccc(N2CCN(C(=O)Cc3coc4cc(C)ccc34)CC2)cc1	8	13	3.1	8	-1	6	0	8	17	3	0.1
CSc1nc2[nH]c(=O)n(O)c(=O)c2n1Cc1ccccc1	-9	6	-0.1	15	-6	-13	x	2	36	5	-0.2
COCCn1c(SCC(=O)c2ccccc2)nc2c(c1=O)SCC2	3	-5	0.7	18	-2	-4	6	15	21	0	0.8
O=C(N/N=C/c1ccc([N+](=O)[O-])s1)c1ccccc1Br	23	6	-2.0	70*	-10	89*	5	90*	28	1	5.6*
Cc1ccccc1N(CC(=O)N/N=C/c1cc(C)n(-c2ccccc2C)c1C)S(C)(=O)=O	-1	-5	2.6	1	x	-1	5	-9	7	4	0.2
CCCN1CCc2c(sc(NC(=O)c3ccc(S(=O)(=O)N4CCN(C(=O)OCC)CC4)cc3)c2C(N)=O)C1	21	-6	0.3	22	-5	i	4	51	65*	-2	12*
COc1ccccc1-c1cccc([C@@H]2C[C@H]3[C@H](CON3C)CN2Cc2cc(Cl)cc(Cl)c2)c1	7	9	0.6	14	-6	x	x	9	13	0	0.3
COc1ccc(/C=C/C(=O)OCC(=O)Nc2ccc(N3CCOCC3)cc2)cc1OC	2	-12	0.5	15	7	-2	-2	-4	3	-3	0.0
CC1CCCC(C)N1C(=O)CSc1nnc(-c2cccs2)o1 (configuration not stated)	9	-113	-1.3	-208	-7	-1	6	-59	-160	-4	-0.1
CSc1ccccc1OCc1cc(C(=O)NCCc2ccco2)no1	0	-62	0.1	-166	-3	15	-1	-57	-133	-2	0.1
O=C(Cc1cccc(NC(=O)C2CCCN(C(=O)C3CCCCC3)C2)c1)Nc1cccc(C(=O)N2CCOCC2)c1 (configuration not stated)	12	-28	2.5	4	-5	x	x	6	-3	0	-0.1
CS(=O)(=O)N1CCN(c2ccc(NC(=S)NC(=O)c3ccccc3[N+](=O)[O-])cc2)CC1	-7	-18	0.4	6	-6	-7	2	9	8	-5	-0.1
O=C(/C=C/c1ccco1)NCCCN1CCOCC1	7	-9	7.4	18	3	6	-2	-6	3	-1	-0.2
Cc1ccc(C)c(N2CCN(CCCc3ccccc3)CC2)c1	23	6	-0.2	10	-19	13	x	-8	2	44	-0.1
Cc1ccc(S(=O)(=O)N2CC3(C)CN(S(=O)(=O)c4ccc(C)cc4)CC(C)(C2)C3O)cc1 (configuration not stated)	-2	-9	0.3	0	-4	9	0	-5	3	6	0.2
CCC(=O)N/N=C(\C)CC(=O)Nc1ccc2ccccc2c1	10	-6	-1.8	-39	-4	5	2	-7	-43	4	-0.1
O=[N+]([O-])c1ccc2c(c1Nc1ccccc1)=NC1(CCCCC1)N=2	6	38	0.8	-26	-4	x	-1	19	-15	-2	1.4
O=C(COc1ccc(F)cc1Cl)Nc1ccccc1C(=O)N1CCCCC1	-6	-22	-0.4	-74	-2	-2	1	-14	-47	-6	0.2
NC(=O)C1CCCN(CC(=O)Nc2ccccc2C(=O)NC2CC2)C1 (configuration not stated)	-8	-1	0.4	2	-2	12	3	13	-11	-5	-0.2
Cc1cc(NC(=O)C(C)Oc2ccccc2)no1 (configuration not stated)	1	-14	0.2	-6	-6	13	-2	-16	-8	-1	-0.3
COc1ccc(/C(C)=N/NS(=O)(=O)c2ccccc2)c(OC)c1	-1	-9	2.1	13	-3	1	-1	4	-5	27	0.5
CN1CCC(=O)N([C@H](CC#N)c2ccccc2)CC1	9	6	5.1	2	-5	-1	2	-9	-1	1	0.0
CCOc1cc(C#N)c(NC(=O)c2cccnc2Cl)cc1OCC	7	-3	-1.9	16	-6	-3	2	12	13	-1	-0.4
O=C(NNC(=O)c1ccc2c(c1)OCO2)NC12CC3CC(CC(C3)C1)C2	-7	-24	0.5	-14	-2	2	0	4	2	-2	0.1
Cc1ccc(-c2nn3c(C)nnc3s2)cc1NC(=O)CSc1ccc(Cl)cc1	1	5	-1.2	-18	-3	-3	6	-3	32	16	0.2
CSc1ccc(C(c2c(C(=O)O)[nH]c3ccccc23)c2c(C(=O)O)[nH]c3ccccc23)cc1	2	-7	0.0	1	-10	9	1	13	19	2	-0.1
Cc1nc2cc(-c3ccsc3-n3c(C)ccc3C)[nH]n2c(=O)c1Cl	-9	-21	3.7	17	x	x	3	11	18	-5	0.1
CC(C)OC(=O)c1ccc(COC(=O)c2cccc(-c3nnc(-c4ccccc4)o3)c2)cc1	-3	-20	1.6	-41	-5	3	-1	-14	-102	-5	0.2
NC(=O)CC(NC(=O)Cc1cccc2ccccc12)c1ccc(N2CCCCCC2)c([N+](=O)[O-])c1 (configuration not stated)	9	2	-1.3	5	-10	-4	2	1	19	-12	-0.3
O=C(COC(=O)Cc1c(F)cccc1Cl)NC1CCS(=O)(=O)C1 (configuration not stated)	-1	1	-0.3	-1	-6	-2	-1	7	-2	1	-0.1
O=C(NCc1ccccc1)C(c1ccncc1)N(C(=O)c1csnn1)c1ccccc1F (configuration not stated)	0	-29	-0.4	5	-4	3	4	-8	3	1	0.0
COc1ccc(CNc2nc(NC(C)=O)nn2-c2ccccc2)cc1	7	8	0.5	14	0	2	-2	1	3	1	0.1
Cc1ccc(CNC(=O)C2(C)CCN2C(=O)Cc2ccc(-c3ccccc3)cc2)cc1 (configuration not stated)	-3	30	0.1	4	-6	-31	x	x	33	11	1.5
O=C(NCc1ccccc1)C1Cc2c(-c3ccc(Cl)cc3)ccnc2O1 (configuration not stated)	-2	23	1.4	16	-5	6	x	x	-4	-2	-0.4
CCOc1cc(OCC)cc(C(=O)N2CCC[C@H]2C(=O)N2CCC[C@H]2C(=O)NCc2ccccn2)c1	x	-21	-0.3	3	-6	x	x	x	x	15	0.0
COc1cc(NC(=S)Nc2cccc(C)n2)cc(OC)c1OC	-5	10	-0.3	-18	-4	x	1	-1	-31	-2	-0.2
COc1ccc(N2CCN(C(=O)c3oc4ccccc4c3NC(=O)CCc3cc(OC)no3)CC2)cc1	3	-22	0.0	-16	-7	5	-1	-5	5	2	-0.4
CCOC(=O)Cc1csc(NC(=O)CSc2nc(C)cc(=O)[nH]2)n1	-1	-7	-3.3	10	-6	-8	-2	4	23	2	0.6
COc1ccc(/C=C(/NC(=O)c2ccco2)C(=O)NCc2ccco2)cc1	1	-23	1.2	15	-13	x	x	x	1	-6	-0.1
CCOc1ccccc1NC(=O)Cc1ccccc1OC	-2	-3	1.1	12	x	20	1	12	4	-2	-0.1
CCN(CC(=O)Nc1cccc(S(N)(=O)=O)c1)Cc1nc2ccccc2c(=O)[nH]1	1	-20	-0.5	21	-3	1	-1	22	13	-7	-0.1
Oc1c(Br)cc(Br)cc1CNc1ccc(F)cc1	6	-7	-0.6	11	6	6	3	-1	30	3	-0.4
CCCc1nn(C)c2c(=O)[nH]c(-c3ccccc3OCC)nc12	0	2	0.4	8	-5	-4	1	7	-4	-4	-0.2
O=C(Cn1ncc2c(=O)oc3ccccc3c21)NC1CC1	-6	-5	1.7	9	0	2	-1	3	14	-2	0.0
NC(=O)c1cccnc1Nc1ccccc1F	-10	1	0.3	-78	-18	5	-3	-13	-78	1	-0.1
CC(=O)c1c(C)[nH]c(C(=O)Nc2cccc(C)c2C)c1C	17	-5	0.1	-20	-7	25	0	-1	-32	-4	0.2
CCCCNC(=O)C1CCCN(S(=O)(=O)c2ccc(S(=O)(=O)NCC(C)C)cc2)C1 (configuration not stated)	-1	-17	-3.8	7	-5	-13	1	6	5	1	0.3
C=CCNc1nc2c(c(=O)[nH]c(=O)n2C)n1CCCc1ccccc1	0	1	-0.4	12	-2	-12	0	-12	27	6	-0.1
Cc1cc(Nc2ccccc2)n(C(=O)c2ccc(Cl)cc2)n1	12	-8	-1.8	-210	-6	-7	-4	-9	-63	-5	-0.2
COc1ccc(C(=O)N2CCN(Cc3cc(OC)ccc3OC)CC2)cc1	3	-33	-0.4	16	-6	-7	1	3	19	0	0.0
Cc1ccc(S(=O)(=O)n2nnc3ccccc32)c(C)c1C	4	-14	-0.7	10	-10	0	-7	-33	1	2	-0.1
O=C(c1ccc(CN2CCc3ccccc3C2)cc1)N1CCCCC1	1	-21	7.4	13	-5	-4	0	9	8	-4	0.7
N/C(=N\OC(=O)c1ccccc1)c1cccnc1	5	-72	0.7	-233	-4	2	-3	-18	-201	14	-0.2
O=C(COC(=O)CNC(=O)c1ccccc1F)Nc1ncc(Cl)cc1Cl	6	-27	-3.9	1	-2	6	-2	2	-4	1	0.0
COc1ccc(C2c3ccc4ccccc4c3Oc3ncn(CCCO)c(=N)c32)cc1OC (configuration not stated)	21	-8	-0.8	9	-6	3	0	-13	32	3	0.2
COc1ccccc1-c1ncn(Cc2cccc(-c3ccccc3)c2)c1CC(C)C	x	2	1.4	-36	-10	x	x	x	x	30	0.4
CC(=O)N=C1C=CC(=CN(O)C(C)(C)Cc2ccccc2)C=C1	9	3	6.1	7	-10	-4	-3	x	10	0	0.0
O=C(NCc1cccs1)c1cc2ccccc2o1	0	-31	-0.5	-138	-4	x	3	-21	-102	-2	0.1

Arranged by value in Vif inh (lowest first): 4 of the compounds above
Structure	Vif inh
O=C(NCc1ccccc1)C1Cc2c(-c3ccc(Cl)cc3)ccnc2O1 (configuration not stated)	6
CSc1ccc(C(c2c(C(=O)O)[nH]c3ccccc23)c2c(C(=O)O)[nH]c3ccccc23)cc1	9
NC(=O)C1CCCN(CC(=O)Nc2ccccc2C(=O)NC2CC2)C1 (configuration not stated)	12
Cc1cc(NC(=O)C(C)Oc2ccccc2)no1 (configuration not stated)	13
